ZTA counter – counter-screen for EBNA-1 inhibitors: inhibitors of Epstein-Barr virus ZTA | P03206 | ZTA-DNA binding, fluorescence polarization | 320,000 tested, 0.15% active | inhibition, % at 11 µM; in the data active = inhibition above about 33%
Efflux pump inh – antifungal efflux pump inhibition, Nile Red retention. S. cerevisiae Candida pump triplex. inhibition, % at 10 µM. 330,000 tested, 0.44% active. AID 485275;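 active = plate passing quality check with inhibition over a set limit, or well fluorescence over plate mean plus 4 SD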;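 note: Nile Red retained in pooled yeast measured as flow cytometry median fluorescence; 0% = buffer negative control and 100% = Enniatin B positive control; higher means more Nile Red kept so more efflux inhibition; some compounds called inactive have numbers as strong as hits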
HCV core dimer – blocks dimerization of HCV core protein; TR-FRET GST/Flag-core106 dimerization, 1536-well; inhibition, % at 5 µM; 300,000 tested, 0.33% active; AID 1899;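 active = inhibition above the mean of all tested compounds plus 3 SD, set per screening campaign, cut at about 45% in these data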
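System – GST-tagged and Flag-tagged HCV core protein residues 1-106 · Repeats – one well for each compound · Technique – TR-FRET 671 and 617 nm emission · Doses – one concentration, 5 µM, in 0.5% DMSO · Times – 4 h, 22.5 °C incubation · Also added – Eu donor and XL665 acceptor anti-tag antibodies · Measure – percent inhibition of core106 dimerization signal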
PP1 counter – counter-screen for PP5 inhibitors: inhibitors of human PP1-alpha; 320,000 tested, 0.9% active; inhibition, % at 6.7 µM; purified PP1alpha, OMFP fluorescence; AID 2235; P62136;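 active = inhibition above the mean inhibition of all tested compounds plus 3 SD, computed separately for each screening campaign, cut at about 15% in these data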
Target sequence (P62136 whole entry, looked up): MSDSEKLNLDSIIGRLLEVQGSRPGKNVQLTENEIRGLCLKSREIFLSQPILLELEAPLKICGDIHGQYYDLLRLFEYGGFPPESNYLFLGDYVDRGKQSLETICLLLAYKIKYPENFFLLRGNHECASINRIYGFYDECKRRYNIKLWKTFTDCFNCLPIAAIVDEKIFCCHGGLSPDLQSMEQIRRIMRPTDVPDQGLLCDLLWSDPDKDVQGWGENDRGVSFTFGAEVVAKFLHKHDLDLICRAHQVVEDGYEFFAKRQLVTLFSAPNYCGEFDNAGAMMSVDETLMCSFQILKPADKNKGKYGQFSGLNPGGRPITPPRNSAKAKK
TPT1 inh – C. albicans TPT1 enzyme inhibition. recombinant caTPT1, FP RNA substrate dephosphorylation. inhibition, % at 5 µM. 300,000 tested, 0.81% active. AID 1962;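 active = inhibition above the mean of all tested compounds plus 3 SD, set per screening campaign, cut at about 24% in these data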;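 note: plate controls were DMSO alone for no effect and ferristatin control at 100 nM for full effect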
EBNA-1 inh – blocks EBNA-1 binding to DNA; EBNA-1 DNA binding, fluorescence polarization; inhibition, % at 14.8 µM; 300,000 tested, 0.34% active; AID 1950; in the data active = inhibition above about 28%
PP5 inh – inhibitors of human protein phosphatase 5 (PP5) | 320,000 tested, 0.18% active | inhibition, % at 6.7 µM | P53041 | purified PP5c, OMFP substrate fluorescence;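 active = inhibition above the campaign's mean inhibition across all tested compounds plus 3 SD, cut at about 9.5% in these data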;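 note: 0% = DMSO only and 100% = 100 µM cantharidin control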
PREPL inh – inhibits the human prolyl oligopeptidase-like enzyme; Q4J6C6; inhibition, % at 5.96 µM; 320,000 tested, 0.68% active; recombinant PREPL, fluorescence polarization activity-based probe; in the data active = inhibition above about 43%;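 note: 0% = enzyme with DMSO and 100% = wells lacking enzyme; many of its hits are not listed in these tables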
Target sequence (Q4J6C6 whole entry, looked up): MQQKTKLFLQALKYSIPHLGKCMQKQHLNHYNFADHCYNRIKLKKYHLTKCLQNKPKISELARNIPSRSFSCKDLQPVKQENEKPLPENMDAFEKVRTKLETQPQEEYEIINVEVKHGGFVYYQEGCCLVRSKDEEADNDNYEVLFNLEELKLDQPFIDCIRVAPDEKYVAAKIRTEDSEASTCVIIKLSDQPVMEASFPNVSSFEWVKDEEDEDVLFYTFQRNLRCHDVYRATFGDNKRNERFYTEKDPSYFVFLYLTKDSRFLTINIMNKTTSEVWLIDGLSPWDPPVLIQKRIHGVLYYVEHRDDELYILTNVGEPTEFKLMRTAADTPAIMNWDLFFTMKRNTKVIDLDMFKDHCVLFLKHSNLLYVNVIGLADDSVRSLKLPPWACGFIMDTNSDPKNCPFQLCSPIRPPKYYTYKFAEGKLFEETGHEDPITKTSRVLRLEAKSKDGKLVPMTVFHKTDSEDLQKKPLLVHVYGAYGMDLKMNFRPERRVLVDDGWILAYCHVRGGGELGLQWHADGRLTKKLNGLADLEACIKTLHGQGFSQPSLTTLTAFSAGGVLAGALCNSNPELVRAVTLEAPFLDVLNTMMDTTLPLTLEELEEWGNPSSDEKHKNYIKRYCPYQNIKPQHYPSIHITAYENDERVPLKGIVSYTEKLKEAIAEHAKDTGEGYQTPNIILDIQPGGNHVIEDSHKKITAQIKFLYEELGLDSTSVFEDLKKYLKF
CTSL1 counter – cathepsin L1 inhibition, PFM18AAP counter-screen. 300,000 tested, 0.49% active. inhibition, % at 5.96 µM. recombinant F. hepatica cathepsin L1, Z-Leu-Arg-MCA fluorescence. AID 1906;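 active = inhibition above the mean of all tested compounds plus 3 SD, set per screening campaign, cut at about 17% in these data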;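 note: 0% = plate median of test compound wells and 100% = 1 µM Z-Phe-Ala-diazomethylketone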
Numbers without * were called inactive; . = no result given.

SMILES	ZTA counter	Efflux pump inh	HCV core dimer	PP1 counter	TPT1 inh	EBNA-1 inh	PP5 inh	PREPL inh	CTSL1 counter
COC(=O)NC(=S)Nc1ccc(Oc2ccc(Cl)cc2Cl)c(Cl)c1	-10.1	0.0	0.9	2.8	-1.2	-4.8	3.6	1.0	-2.5
COC(=O)c1ccccc1NC(=O)Cn1c(=O)n(CCC(=O)NC2CCN(Cc3ccccc3)CC2)c(=O)c2ccccc21	-7.6	0.0	1.5	-0.1	1.7	-1.5	0.6	-0.6	-0.2
COc1ccccc1N(CC(=O)NCCc1ccccc1)S(C)(=O)=O	2.9	0.0	-3.9	-3.0	2.1	-21.2	2.0	0.8	-0.4
O=C(NCc1ccccc1Cl)c1ccc2c(c1)OCO2	-9.7	0.1	-6.5	-2.2	-3.6	1.9	-2.8	4.2	3.8
CCN(CC)c1ccc(NC(=O)Cn2ncc3c(C)n(Cc4ccccc4F)c(C)c3c2=O)c(C)c1	-6.8	0.6	1.4	-3.5	2.8	-19.0	1.7	1.2	0.1
COC(=O)Sc1nnc(-c2ccc(Br)cc2)o1	4.5	-0.1	10.2	1.4	-0.4	8.6	-0.3	-0.2	5.4
CNc1oc(-c2ccccc2Cl)nc1P(=O)(c1ccccc1)c1ccccc1	12.2	-0.1	1.6	2.3	-4.5	-9.4	4.3	43.9*	3.8
Cc1sc2ncnc(N3CCN(S(=O)(=O)c4ccc(Br)cc4)CC3)c2c1C	9.0	-2.8	7.5	-0.3	-1.3	1.8	0.4	-4.4	-0.3
CCOc1ccc(C(=O)Nc2cc(C)ccn2)cc1	8.0	0.1	-3.7	0.5	-0.6	-7.0	1.6	-9.7	0.7
CC(NC(=O)Cc1ccc(F)cc1)c1ccc(F)cc1 (stereo not given)	-9.6	0.0	1.4	-3.1	7.9	0.0	2.5	4.3	-0.9
CC(=O)N1CCN(C(=O)c2ccc(-c3cccc(C(F)(F)F)c3)o2)CC1	-0.6	0.1	-0.7	-5.5	1.3	4.2	-1.8	0.8	-1.8
Cn1c(Cn2c(=O)sc3ccccc32)nnc1SCC(=O)NCc1ccccc1	-2.6	0.3	-0.8	-4.7	-5.0	-1.2	-3.0	0.8	-1.7
CN(Cc1c(C(=O)N/N=C/c2cccc(O)c2)nnn1-c1nonc1N)c1ccccc1	0.1	0.3	-1.2	2.2	0.4	-7.8	2.3	6.2	4.7
O=C(CN1CCC(O)(c2ccc3c(c2)OCO3)CC1)NC1CCCCC1	-15.4	0.1	-5.4	2.0	1.6	-6.7	2.7	10.2	-0.3
C/C(=N\NC(=O)COc1ccc(C(C)(C)C)cc1)c1ccc(N2CCOCC2)cc1	-13.4	0.0	-1.7	-0.6	-5.1	-0.8	2.0	18.3	3.0
Cc1cc(C)n(CC(=O)NCCC2=CCCCC2)n1	8.8	-0.6	13.4	-3.7	3.5	11.2	1.2	0.1	-0.3
CC(OC(=O)CSc1ccc([N+](=O)[O-])cc1)C(=O)NCc1ccco1 (stereo not given)	3.8	-0.1	3.8	-4.7	-1.3	-6.1	-3.2	-7.7	-3.9
CC(/C=C/c1ccccc1)=N\Nc1nc(C)cc(C)n1	1.4	5.5*	2.9	-1.8	2.7	12.8	-1.9	7.1	2.7
CC1(c2ccccc2)NC(=O)N(CC(=O)N2CCN(S(=O)(=O)c3cccc([N+](=O)[O-])c3)CC2)C1=O (stereo not given)	14.0	-0.1	3.9	-7.3	-2.2	2.9	0.0	6.4	-2.5
CN1CCN(C(N)=NC(=O)c2ccccc2)CC1	4.5	-0.3	-4.5	-3.1	-0.3	2.4	1.9	-3.4	-0.3
COc1ccc(C(=O)NCc2cnn(C)c2C)cc1OC1CCN(C(C)C)CC1	-4.4	0.0	2.1	-2.7	-0.8	3.6	0.3	-6.1	-3.0
CCCCN(C(=O)CSc1nncn1-c1ccccc1OC)c1c(N)n(Cc2ccccc2)c(=O)[nH]c1=O	-1.4	0.2	0.6	6.1	-1.7	-4.5	-0.6	-0.1	-2.5
CCC(Sc1nc(=O)cc(N)n1-c1cccc(C)c1)C(=O)Nc1cc(C)on1 (stereo not given)	5.2	0.0	2.9	-3.1	1.8	-8.3	1.5	16.3	0.2
C=CCc1ccc(OCC(O)CO)c(OC)c1 (stereo not given)	8.4	0.0	2.4	-2.6	0.2	-0.3	-0.1	0.6	0.5
CN(C)C(=O)C[n+]1cccc(/C=N/O)c1	-1.5	0.2	-2.6	-0.8	-7.9	-1.0	0.5	3.6	3.0
(continued)
SMILES	ZTA counter	Efflux pump inh	HCV core dimer	PP1 counter	TPT1 inh	EBNA-1 inh	PP5 inh	PREPL inh	CTSL1 counter
COc1cccc(OCC(=O)O/N=C(\N)c2ccc(OC)c(OC)c2)c1	13.7	0.1	0.8	-0.6	-2.0	-9.7	1.0	-2.3	-4.8
CC(C)c1noc2ncc(C(=O)c3cc(Cl)cc(Cl)c3O)cc12	-2.4	0.1	15.9	-1.2	-3.4	1.1	1.0	2.3	-0.6
Nc1ccccc1SCc1csc(-c2ccc(Cl)cc2)n1	-0.2	-0.2	3.1	1.4	-2.7	-7.0	0.4	2.8	0.0
CC1CCCCC12NC(=O)N(CC(=O)NCCc1ccccn1)C2=O (stereo not given)	1.2	-0.1	0.8	-6.4	-1.8	-3.2	1.0	-8.1	-5.9
O=C(C[n+]1ccc(CCSc2ccc(F)cc2)cc1)c1ccccc1	1.1	0.0	6.9	1.2	14.8	11.8	1.3	52.9*	-3.5
CCOc1ccc2nc(NC(=O)c3cccnc3)sc2c1	3.6	0.0	-1.8	-2.4	-0.5	-4.1	-0.3	1.2	-1.0
Cc1ccc(CC2S/C(=C(/C#N)C(=O)N3CCOCC3)N(c3ccccc3)C2=O)cc1 (stereo not given)	-8.0	0.1	4.1	-1.5	27.6*	-0.7	1.9	5.7	2.6
Cc1nc2ccccc2n1Cc1ccc(Br)cc1	-0.8	-0.2	-1.4	-1.4	-1.7	-12.2	-0.4	-3.8	1.9
COc1cc(C(=S)N2CCOCC2)ccc1OS(=O)(=O)c1ccc(NC(C)=O)cc1	-14.9	-0.1	-4.2	-6.2	-3.2	5.5	2.0	-4.7	-2.6
Nc1[nH]ncc1-c1ccc(Cl)cc1	-6.3	-0.1	0.3	-2.0	0.6	-2.7	-0.9	-5.0	-0.8
CN1CCC(N(C)C(=O)c2ccc(Cl)c(S(=O)(=O)Nc3cc(Cl)ccc3Cl)c2)CC1	-0.5	-0.1	.	-2.7	.	.	2.3	9.3	.
COCCn1c(SC(C)C(=O)NCC2CCCO2)nc2sc3c(c2c1=O)CCC3 (stereo not given)	7.2	0.0	3.5	-1.9	-3.4	15.4	-0.5	3.6	-1.0
Cc1ccc(C)c(NC(=S)NNC(=O)c2ccc(Br)o2)c1	-11.8	0.3	-1.2	-5.3	-3.1	-2.4	1.8	16.7	3.2
COc1ccc(S(=O)(=O)N(C)c2ccc(C(=O)NC3CC3)cc2)cc1	-7.7	0.1	-4.4	-1.4	-0.7	2.8	1.9	6.9	0.0
CCSc1nnc(NC(=O)CSc2c(Cl)cccc2Cl)s1	-2.9	0.0	-3.5	-0.4	-0.2	-1.4	0.2	-16.9	2.8
COc1cccc(OC)c1Oc1ccc(C(F)(F)F)cn1	12.8	0.0	-3.7	1.4	-1.7	7.6	-0.5	10.2	3.4
Cc1ccc(S(=O)(=O)N/N=C(\c2ccccc2)C2CC2)cc1	3.2	1.6	-1.7	-3.3	1.8	-10.4	3.6	-3.6	-0.9
CCN(CC)C(=O)C(Cc1ccccc1)N1C(=O)c2ccccc2C1=O (stereo not given)	-2.3	0.1	4.5	-5.9	-2.3	1.5	2.0	-6.4	-1.2
COc1ccc(CC(=O)NNS(=O)(=O)c2cccc([N+](=O)[O-])c2)cc1OC	7.2	-0.1	8.1	-0.6	-0.7	-6.7	0.1	-1.0	-0.2
COc1cccc(NC(=O)NNC(=O)CN2C(=O)COc3ccccc32)c1	-14.5	0.1	-3.4	2.2	-4.6	-0.5	1.4	7.5	1.6
CC(=O)/C(N=Nc1ccc(OC(F)(F)F)cc1)=C(\C)O	1.7	0.1	0.8	-4.0	-1.3	-0.4	-0.2	-5.2	1.0
COc1ccc(NC(=O)C/C(C)=N/NC(=O)CCc2ccccc2)c(OC)c1	-8.0	0.3	-5.5	-5.4	1.1	-3.3	3.1	-18.0	-1.4
CC(C)CN(C(=O)CN(C)C(=O)Cc1ccccc1Cl)c1c(N)n(CC(C)C)c(=O)[nH]c1=O	-2.0	0.0	5.2	-3.6	1.6	-1.0	2.0	1.4	1.9
COc1ccc(OC)c(-n2c(SCC(N)=O)nnc2-c2c[nH]c3ccccc23)c1	-16.4	0.0	16.7	-3.8	1.0	1.2	0.3	11.3	1.4
Cc1ccc(CSc2nnc(-c3ccccc3N)c(=O)[nH]2)cc1	-0.8	0.1	1.5	9.6	3.4	3.7	3.8	11.6	1.4

3 of the compounds above, with bars between the fields.
smiles | ZTA counter | Efflux pump inh | HCV core dimer | PP1 counter | TPT1 inh | EBNA-1 inh | PP5 inh | PREPL inh | CTSL1 counter
Cc1ccc(CC2S/C(=C(/C#N)C(=O)N3CCOCC3)N(c3ccccc3)C2=O)cc1 (stereo not given) | -8.0 | 0.1 | 4.1 | -1.5 | 27.6* | -0.7 | 1.9 | 5.7 | 2.6
Cc1nc2ccccc2n1Cc1ccc(Br)cc1 | -0.8 | -0.2 | -1.4 | -1.4 | -1.7 | -12.2 | -0.4 | -3.8 | 1.9
COc1cc(C(=S)N2CCOCC2)ccc1OS(=O)(=O)c1ccc(NC(C)=O)cc1 | -14.9 | -0.1 | -4.2 | -6.2 | -3.2 | 5.5 | 2.0 | -4.7 | -2.6

Next section
SMILES	ZTA counter	Efflux pump inh	HCV core dimer	PP1 counter	TPT1 inh	EBNA-1 inh	PP5 inh	PREPL inh	CTSL1 counter
CCOC(=O)c1c(C)c(C(=O)NCCCN2CCCC2=O)c(C)n1CC	-1.8	0.0	-6.8	-4.8	-1.6	-6.0	-0.5	3.7	0.7
CN(c1cccc(NC(=O)CSc2ccc(Cl)cc2)c1)S(C)(=O)=O	-6.7	-0.1	0.5	2.6	2.7	1.1	1.9	-4.2	1.1
CCO[C@H]1OC(C(=O)N2CCCCCCC2)=C[C@@H](c2ccccc2)[C@@H]1CCCO	-6.0	.	2.9	-1.6	-5.2	3.9	-0.5	-4.4	4.7
O=C(Cc1ccc(Cl)cc1)NCCCn1ccnc1	-4.8	0.1	1.9	-3.0	-3.4	3.6	-1.1	6.7	5.0
CCCOc1ccc(N2C(=O)C3ON(c4ccccc4)C(c4ccc(O)c(OC)c4)C3C2=O)cc1 (stereo not given)	3.1	-0.1	14.3	6.9	-4.2	7.6	2.8	4.4	3.4
O=C(NCC(c1ccco1)N1CCOCC1)c1ccc(C(F)(F)F)cc1 (stereo not given)	-9.8	-0.2	-3.0	-3.6	1.8	-12.4	-1.8	4.9	-0.8

2 of the compounds above, in CSV form.
Compound,ZTA counter,Efflux pump inh,HCV core dimer,PP1 counter,TPT1 inh,EBNA-1 inh,PP5 inh,PREPL inh,CTSL1 counter
CCOC(=O)c1c(C)c(C(=O)NCCCN2CCCC2=O)c(C)n1CC,-1.8,0.0,-6.8,-4.8,-1.6,-6.0,-0.5,3.7,0.7
CN(c1cccc(NC(=O)CSc2ccc(Cl)cc2)c1)S(C)(=O)=O,-6.7,-0.1,0.5,2.6,2.7,1.1,1.9,-4.2,1.1

An excerpt of these results, as a markdown table.
| Structure | ZTA counter | Efflux pump inh | HCV core dimer | PP1 counter | TPT1 inh | EBNA-1 inh | PP5 inh | PREPL inh | CTSL1 counter |
| --- | --- | --- | --- | --- | --- | --- | --- | --- | --- |
| CCOC(=O)c1c(C)c(C(=O)NCCCN2CCCC2=O)c(C)n1CC | -1.8 | 0.0 | -6.8 | -4.8 | -1.6 | -6.0 | -0.5 | 3.7 | 0.7 |
| CN(c1cccc(NC(=O)CSc2ccc(Cl)cc2)c1)S(C)(=O)=O | -6.7 | -0.1 | 0.5 | 2.6 | 2.7 | 1.1 | 1.9 | -4.2 | 1.1 |

Not all compounds are listed; rates above refer to the full screens.
